Polio RdRp inh = poliovirus RNA polymerase inhibition; poliovirus polymerase elongation, fluorescence polarization; stronger effect = lower value; % elongation, % (compound at 16.7 µg/mL); 150,000 compounds, 0.66% hits; in the data active means % elongation below about 90%; further: some results filed as inactive read as strong as hits
Target sequence (P03300 1749-2209 limits assumed): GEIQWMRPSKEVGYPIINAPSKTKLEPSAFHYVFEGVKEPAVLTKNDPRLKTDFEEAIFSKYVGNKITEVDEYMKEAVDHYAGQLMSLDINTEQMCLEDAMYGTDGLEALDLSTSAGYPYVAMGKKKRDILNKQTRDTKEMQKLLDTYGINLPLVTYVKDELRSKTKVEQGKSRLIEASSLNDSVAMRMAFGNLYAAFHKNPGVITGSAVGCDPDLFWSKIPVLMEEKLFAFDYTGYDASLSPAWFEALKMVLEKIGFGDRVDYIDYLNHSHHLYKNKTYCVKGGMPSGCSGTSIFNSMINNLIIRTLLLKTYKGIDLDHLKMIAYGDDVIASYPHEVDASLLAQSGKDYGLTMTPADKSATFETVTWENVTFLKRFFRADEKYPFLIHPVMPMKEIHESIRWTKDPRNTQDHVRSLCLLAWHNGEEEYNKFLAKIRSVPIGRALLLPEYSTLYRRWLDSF
Polio RdRp inh FP z-score = second read-out of Polio RdRp inh, no call of its own (marks repeat the call); z-score; measured here: FP z-score; hits read low
The depositor's hits bear a star; & = joins results of further samples.

SMILES | Polio RdRp inh | Polio RdRp inh FP z-score
O=C(Cc1coc2ccc3ccccc3c12)Nc1cc(C(F)(F)F)ccc1-n1cncn1 | 106.0 | 0.4
CC(C)Cn1c(=O)c2ccccc2n2c(CCC(=O)N3CCN(c4cccc(Cl)c4)CC3)nnc12 | 106.0 | 0.7
COc1ccc(C(=O)NCc2cccnc2)cc1S(=O)(=O)N1CCCc2ccccc21 | 101.0 | -0.2
CCn1c(-c2ccc(S(=O)(=O)N3CCOCC3)cc2)csc1=Nc1ccc(C)c(Cl)c1 | 105.0 | 0.1
O=C(Nc1ccc(-c2csc(-c3ccccc3)n2)cc1)c1cccs1 | 106.0 | 0.2
COc1ccccc1C1C2=C(CCCC2=O)N(CC(=O)O)C2=C1C(=O)CCC2 | 101.0 | -0.3
COCCNS(=O)(=O)c1ccc2oc(=O)c3ncn(C)c3c2c1 | 101.0 | -0.7
CC1CCN(C(=O)c2ccc3c(c2)NC(=O)CN3)CC1 | 101.0 | -0.1
COc1cc(C(=O)N2CCn3c(C)ccc3C2C)cc(OC)c1OC (configuration not stated) | 102.0 | 0.3
CC(NS(=O)(=O)c1ccccc1C#N)C1CC2CCC1C2 (configuration not stated) | 106.0 | 0.5

In another format: entries from further up.
Every second line gives: Polio RdRp inh, Polio RdRp inh FP z-score
- COc1ccc(C(=O)NCc2cccnc2)cc1S(=O)(=O)N1CCCc2ccccc21
  101.0, -0.2
- CCn1c(-c2ccc(S(=O)(=O)N3CCOCC3)cc2)csc1=Nc1ccc(C)c(Cl)c1
  105.0, 0.1
- O=C(Nc1ccc(-c2csc(-c3ccccc3)n2)cc1)c1cccs1
  106.0, 0.2
- COc1ccccc1C1C2=C(CCCC2=O)N(CC(=O)O)C2=C1C(=O)CCC2
  101.0, -0.3
- COCCNS(=O)(=O)c1ccc2oc(=O)c3ncn(C)c3c2c1
  101.0, -0.7
- CC1CCN(C(=O)c2ccc3c(c2)NC(=O)CN3)CC1
  101.0, -0.1

New compounds follow.
SMILES | Polio RdRp inh | Polio RdRp inh FP z-score
C#C[C@]1(O)CC[C@H]2[C@@H]3CCC4=Cc5oncc5C[C@]4(C)[C@H]3CC[C@@]21C | 101.0 | 0.2
NC(=O)CSCC(=O)Nc1ccccc1F | 100.0 | -0.1
O=C1CC(C(=O)Nc2ccccc2)C2(CCCC2)O1 (configuration not stated) | 103.0 | 0.4
CCOC(=O)c1cc2occc2n1C(C)C(=O)OCC (configuration not stated) | 105.0 | 1.1
CCC1(C)Cc2c(C#N)c(N)sc(=S)c2CO1 (configuration not stated) | 98.0 | -0.9
Cc1cc(F)ccc1NS(=O)(=O)c1ccc(-n2cccn2)cc1 | 100.0 | -1.8
Cc1cc(NC(=O)c2cc(Cl)ccc2Cl)ccc1-c1cc2ccccc2oc1=O | 106.0 | 0.4
O=C(O)COc1cc(C(F)(F)F)cc(C(F)(F)F)c1 | 96.0 | -0.6
CCOC(=O)CSc1nc2ccc(OCC)cc2[nH]1 | 101.0 | -0.1
CCOc1cc(CNc2ccc(O)cc2)cc(Cl)c1OCc1ccccc1 | 98.0 | -1.2
CC(=O)Nc1ccc(NC(=O)CCCn2nc(C)c3sc4ccccc4c3c2=O)cc1 | 114.0 | 0.4
CCOc1ccccc1C(=O)NCC(=O)N1CCC(C)CC1 | 106.0 | 0.3
Cc1ccc(OC(=O)C23CC4CC(CC(C4)C2)C3)cn1 | 101.0 | -0.3
COc1cc(CN2CCC(Cc3ccccc3)CC2)cc(OC)c1O | 100.0 | 0.1
N#CC1(C(=O)O)CCCC1 | 106.0 | 0.8
O=S(=O)(c1ccccc1)N1CCN(C(c2ccccc2)c2ccccc2)CC1 | 108.0 | 0.5
O=c1cc(-c2ccccc2)[nH][nH]1 | 102.0 | 0.3
CCc1ccc(C(=O)c2c(S(=O)(=O)CC)c(S(=O)(=O)CC)c3cc(C(C)(C)C)ccn23)cc1 | 103.0 | 0
Cn1ncc(SCC(=O)O)c(Cl)c1=O | 100.0 | -0.8
CC(C)NC(=O)c1cccc(Cl)c1 | 104.0 | 0.1
CC(N)C(O)c1ccc(O)c(O)c1 (configuration not stated) | 100.0 | 0
CC(C)(C)OC(=O)N1CCC(c2c(C(=O)N3CCN(c4cccc(Cl)c4)CC3)cnn2-c2cccc(Cl)c2)CC1 | 108.0 | 0.1
COc1c2occc2cc2ccc(=O)oc12 | 101.0&102.0 | 0.2&0.7
COc1ccccc1NC(=O)CSc1nc(-c2cccc(Cl)c2)nc2c1Cc1c(CO)cnc(C)c1O2 | 100.0 | -1.5
CCOC(=O)c1cc(C)nc(Sc2ccccn2)c1C#N | 105.0 | 0.2
Cn1c(CN2C(=O)CSc3ccc(C(F)(F)F)cc32)nnc1SCc1ccccc1 | 104.0 | 0
Cc1cc2oc(C(=O)Nc3sc4c(c3C(=O)NCC3CCCO3)CCC4)cc(=O)c2cc1C (configuration not stated) | 109.0 | 0.3
Cc1nn(Cc2ccccc2)c(Cl)c1C(=O)OCc1nc2ccc(Cl)cc2n1CCO | 100.0 | -0.4
O=C(Nc1cc2c3c(c1)CC(=O)N3CCC2)c1ccccc1 | 102.0 | -0.1
O=C(COc1ccccc1)NCC(=O)NC1CCCCC1 | 102.0 | 0.1
CCN1C(=O)C(O)(c2c[nH]c3ccccc23)c2cc(Br)ccc21 (configuration not stated) | 107.0 | 0.8
CC(C)(C)OC(=O)N1CCCN(S(=O)(=O)c2ccc3c(c2)CCO3)CC1 | 104.0 | 0.5
Cc1cc(C(=O)COC(=O)/C=C/c2cccs2)c(C)n1C1CC1 | 99.0 | -0.3
CC(=O)N1C(=O)CC(C)N(C(C)=O)c2ccccc21 (configuration not stated) | 104.0 | 0.1
O=S(=O)(c1ccc(F)cc1)n1cccc1 | 100.0 | -0.9
CCOc1ccc(C2c3c(oc4ccc(C)cc4c3=O)C(=O)N2CCCN2CCOCC2)cc1 (configuration not stated) | 106.0 | 0.2
CSc1nccc(-c2c(-c3ccc(Cl)cc3)noc2C)n1 | 107.0 | 0.8
Cc1c(N=Cc2cc(Br)cc(Br)c2O)cccc1C(=O)O | 88.0* | -3.5*
CCCCc1c(O)nc2cc(C)ccn2c1=O | 105.0 | 1.3
CCCNC(=O)c1cc(-c2ccc(Cl)cc2)n[nH]1 | 99.0 | -1.8
O=c1[nH]nnn1-c1ccccc1 | 102.0 | -0.1
Cc1cc(C)c2c(-n3cccc3)c(C(=O)NCCc3ccc(Cl)cc3)sc2n1 | 114.0 | 1.5
C=CCNc1cnn(-c2ccccc2)c(=O)c1Cl | 101.0 | -0.2
COc1ccc(C)cc1S(=O)(=O)N1CCN(C)CC1 | 101.0 | -0.2
O=C(c1ccc2c(c1)OCO2)N1CCN(C2c3ccccc3-c3ccccc32)CC1 | 101.0 | -0.3
CC(C)NS(=O)(=O)c1ccc(NC(=O)C2CCCCC2)cc1 | 99.0 | -0.6
Cc1nn(-c2ccccc2)c(C)c1/C=N/NC(=O)c1ccc2c(=O)n3c(nc2c1)CCCCC3 | 103.0 | 0
CC(NC(=O)CSc1ccccn1)c1ccc2c(c1)OCO2 (configuration not stated) | 108.0 | 0.7
CCOC(=O)c1cnn2c(C(F)(F)F)cc(-c3ccc(OC)cc3)nc12 | 106.0 | 0.3
CCOC(=O)Cn1nnc(-c2ccc(OCc3ccccc3F)cc2)n1 | 109.0 | 0.5

(continued)
SMILES | Polio RdRp inh | Polio RdRp inh FP z-score
COc1nc(-c2ccccc2)nc(C)c1CC(=O)O | 102.0 | -0.1
CN1CCC(N(C)Cc2ccccc2)CC1 | 98.0 | -0.1
CCCn1c2ccccc2c2cnn(CC(=O)N(C)c3ccc(F)cc3)c(=O)c21 | 112.0 | 1.2
COC(=O)c1c(SCC(=O)Nc2cccc(C(F)(F)F)c2)[nH]c2ccccc2c1=O | 112.0 | 1.2
O=C1c2ccccc2NC(c2cccs2)N1c1ccc2c(c1)OCCO2 (configuration not stated) | 104.0 | 0.1
O=C(O)CCCC(=O)Nc1ccccc1 | 102.0 | 0
CCOc1ccccc1Nc1nc2ccccc2nc1NS(=O)(=O)c1ccc(Cl)cc1 | 103.0 | -0.6
COc1ccc(NC(=O)Cn2c(=O)n(Cc3ccco3)c(=O)c3ccc(C(=O)NC4CCCC4)cc32)cc1 | 99.0 | -0.6
CCOc1ccc2nc(N3CCCC(C(=O)Nc4cc(C)ccc4C)C3)sc2c1 (configuration not stated) | 107.0 | 0.3
CNC(=O)NC(=O)CSc1nnc(-c2ccncc2)n1Cc1ccccc1 | 106.0 | 0.4

Whole records, looked up by structure. Screens in order: Polio RdRp inh, Polio RdRp inh FP z-score
Results for `O=C(O)CCCC(=O)Nc1ccccc1` = 102.0, 0
Results for `COc1ccc(NC(=O)Cn2c(=O)n(Cc3ccco3)c(=O)c3ccc(C(=O)NC4CCCC4)cc32)cc1` = 99.0, -0.6
Results for `COC(=O)c1c(SCC(=O)Nc2cccc(C(F)(F)F)c2)[nH]c2ccccc2c1=O` = 112.0, 1.2
Results for `CCCn1c2ccccc2c2cnn(CC(=O)N(C)c3ccc(F)cc3)c(=O)c21` = 112.0, 1.2

(cont.)
SMILES | Polio RdRp inh | Polio RdRp inh FP z-score
COc1ccc2c(Sc3ccccc3)c(C(=O)NCCN(C)C)[nH]c2c1 | 99.0 | -1.9
CCCSc1nc2sc3c(c2c(=O)[nH]1)C(C)CCC3 (configuration not stated) | 100.0 | -0.3
CCOC(=O)C(C)n1cnc2c(cnn2-c2ccc(F)cc2)c1=O (configuration not stated) | 104.0 | 0.5
Cc1ccc(NC(=O)CCSc2nc(-c3ccc4c(c3)OCO4)cc(C(F)(F)F)n2)cc1 | 106.0 | 0.4
CC1CCc2cc(F)cc3c(O)c(C(=O)Nc4ccccn4)c(=O)n1c23 (configuration not stated) | 100.0 | -0.5
CCOC(=O)C1=C(CSc2nnc3n(-c4ccccc4)c(=O)c4ccccc4n23)NC(=O)NC1C (configuration not stated) | 100.0 | -0.3
CC1CCCC(C)N1S(=O)(=O)c1ccc(NC(=O)c2ccccc2C(=O)N2CCOCC2)cc1 (configuration not stated) | 103.0 | 0.5
Cc1cc(C)c2c(=O)n(CC(=O)NC(C)c3ccccc3)sc2n1 (configuration not stated) | 103.0 | 0.4
O=C(CC1(O)C(=O)N(Cc2ccccc2)c2ccccc21)c1ccc(Br)s1 (configuration not stated) | 101.0 | -0.4
CN(C)S(=O)(=O)c1cccc(C(=O)N2CCN(c3ccccc3)CC2)c1 | 99.0 | -0.3
COc1cc(C2C(C#N)=C(SCC(=O)c3cc4ccccc4o3)NC3=C2C(=O)CC(C)(C)C3)cc(OC)c1OC (configuration not stated) | 104.0 | 0.9
Cc1ccc(CNC(=O)C2CCN(S(=O)(=O)N3CCC4(CC3)OCCO4)CC2)cc1 | 102.0 | 0.7
COc1cccc(C(=O)OCC(=O)N2c3ccccc3CC2C)c1 (configuration not stated) | 100.0 | -0.4
Cc1ccccc1C(=O)NC1CCN(CC(=O)NC(C)(C)C)CC1 | 105.0 | 0.9
O=C(Oc1ccc2oc(-c3ccco3)cc(=O)c2c1)c1ccccc1 | 102.0 | 0.3
NS(=O)(=O)c1ccc(NC(=O)c2ccc3c(c2)CCN3S(=O)(=O)c2ccccc2)cc1 | 103.0 | -0.9
CC1CCCCN1C(=O)c1ccccc1F (configuration not stated) | 105.0 | 0.8
Cc1ccccc1NC(=O)/C=C/c1ccc2c(c1)OCO2 | 102.0 | 0.1
CN1CCC(N(C)C(=O)c2cn(-c3ccccc3)nc2-c2cccs2)CC1 | 101.0 | -0.3
O=C(Nc1cccc(C(F)(F)F)c1)c1cc2nc(-c3ccco3)cc(C(F)(F)Cl)n2n1 | 106.0 | 0.6
CCN(Cc1ccccc1)Cc1nnnn1CCOC | 104.0 | 0.9
Brc1ccc(-c2ccc(C3CCCCC3)cn2)cc1 | 112.0 | 0.8
C=CCNC(=O)CCn1c(=O)sc2ccccc21 | 102.0 | 0.6
O=C(CSc1nc(=O)[nH]c2c1CCCC2)NCc1ccc(Cl)cc1 | 108.0 | 0.4
CCCCOC(=O)c1ccc(NC(=O)c2ccc3c(c2)CCN3S(C)(=O)=O)cc1 | 101.0 | -1.2
CCOc1ccc(C(=O)Nc2ccc(-c3nnc4n3CCCCC4)cc2)cc1OCC | 105.0 | -0.2
CCCNC(=O)CSc1nc2ccccc2nc1Cc1ccc(Cl)cc1 | 96.0 | -2.3
N#Cc1cnc(Sc2nnc(-c3ccncc3)o2)nc1N | 102.0 | 0.2
CCCCCN1C(C(=O)c2ccccc2)=C(NC(=O)c2ccc(OC)cc2)c2ccccc2S1(=O)=O | 104.0 | 0
OC1(c2ccc(Cl)cc2Cl)CSC(=S)N1Cc1ccco1 (configuration not stated) | 100.0 | -0.2
COc1ccc(Nc2cc(C)c3cc(NC(=O)Cc4c(F)cccc4Cl)ccc3n2)cc1 | 106.0 | 0
O=Nc1c(O)[nH]c2c(C(F)(F)F)cccc12 | 99.0 | -0.7
Nc1cccc(-c2cc(C(=O)O)c3cc(Br)ccc3n2)c1 | 100.0 | -0.4
Cc1cc(C)cc(NC(=O)Nc2c[nH]c(=O)[nH]c2=O)c1 | 105.0 | 0.3
CCOC(=O)C1=C(N)N(c2ccc(OC)cc2)C(=O)C1 | 103.0 | 0
CCOc1ccccc1NC(=O)Cn1nc2c3cc(F)ccc3n(Cc3cccc(C)c3)cc-2c1=O | 117.0 | 1.7
Clc1cccc(Cl)c1CSc1nnc(N2CCOCC2)n1-c1ccccc1 | 99.0 | -0.5
COc1ccc(C)cc1NC(=O)c1oc2ccc(S(=O)(=O)N(C)C3CCCCC3)cc2c1C | 115.0 | 1.1
CCn1c(=NC(=O)c2cccc(OC)c2)sc2cccc(OC)c21 | 104.0 | 0.4
Cc1occc1C(=O)N1CCCCCC1 | 101.0 | 0.2
CC(C)CC(=O)Nc1ccncc1 | 98.0 | -0.2
O=C(Cn1c(=O)oc2ccccc21)N1CCN(S(=O)(=O)/C=C/c2ccccc2)CC1 | 100.0 | -0.5
Cc1ncc([N+](=O)[O-])n1CC(C)O (configuration not stated) | 98.0 | -0.2
CC(C)NC(=O)CN1C(=O)C(C)(C)Oc2ccc(C(=O)NC(C)C)cc21 | 103.0 | 0.3
Cc1cc(-c2ccc(C)c(S(=O)(=O)NCC3CCN(Cc4ccccc4F)CC3)c2)on1 | 106.0 | 0
CC1CCc2ccccc2N1C(=N)N(C)C (configuration not stated) | 103.0 | 0.3
Nc1cccnc1NCc1ccccc1 | 97.0 | -1
CC(CNC(=O)c1ccc(Cn2c(=O)c3cccn3c3cccnc32)cc1)c1ccccc1 (configuration not stated) | 111.0 | 0.9

Only part of the results is shown. The share of hits here may be higher or lower than overall.
